# Compound activity deposited in PubChem BioAssay by Small Molecule Screening Facility, UW Madison.
# PriA SSB inh – inhibitors of Klebsiella pneumoniae PriA binding to SSB C-terminal tail, primary screen, biochemical, AlphaScreen; PriA–SSB C-terminal tail interaction (Klebsiella pneumoniae); AlphaScreen SSBct-PriA binding, biotinylated peptide; inhibition, % at 33 µM; actives 0.6% (n = 430,000); in the data active = inhibition mostly above about 37%, no sharp cut-off; inactive = mostly below about 20%;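 also: plate controls were negative control peptide for no effect and reference peptide for full effect; strong numbers were not always called active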
# * hit, by the source's call; i = inactive; & = joins results of further samples.
# A first look, two compounds:
SMILES,PriA SSB inh
C=CCn1c(COc2ccc(Cl)c3cccnc23)nnc1SC(F)F,-8
Clc1ccc(-c2cn3ccccc3n2)c(Cl)c1,-7

# Results, from the first entry:
SMILES,PriA SSB inh
C=CCn1c(COc2ccc(Cl)c3cccnc23)nnc1SC(F)F,-8
Clc1ccc(-c2cn3ccccc3n2)c(Cl)c1,-7
O=C(O)CCC(=NNC(=O)CNC(=O)c1cccc(Cl)c1)c1ccccc1,-5
O=C(Nc1nc2c(Cl)ccc(Cl)c2s1)c1ccc([N+](=O)[O-])s1,-1
CC(=O)Nc1ccc2c(c1)CCCN2C(C)=O,4
CS(=O)(=O)c1ccc(Nc2nc(CC(=O)N3CCc4ccccc43)cs2)cc1,-1
CCS(=O)(=O)Nc1cccc(C2=NN(S(=O)(=O)c3ccc(F)cc3)[C@H](c3ccccc3C)C2)c1,1
Cc1cc(-c2nnc(NC(=O)c3ccc(S(C)(=O)=O)cc3)o2)nn1C,-5
CC(CC(=O)Nc1cccnc1)=NNC(=O)c1ccc([N+](=O)[O-])c(Cl)c1,-5
COc1ccc(C(=O)CSc2nnc3n2CCN3c2ccc(OC)cc2)cc1,6
COc1cccc(OCC(=O)NCC(c2ccsc2)N2CCN(C)CC2)c1 (configuration not stated),4
CS(=O)(=O)N1CCC(C(=O)N2CCC(CSC3=NCCS3)CC2)CC1,-21
O=C(NCc1cccs1)c1cn(Cc2ccccc2)nc1OCc1ccccc1,-27
Cc1cccc(NC(=S)NN=C2CC(C)(C)Oc3ccc(O)cc32)c1,47*
CC[C@@H](C(=O)N1CCCN(CCn2cccn2)CC1)c1ccccc1,-5
C/C=C\C=C\C(=O)Nc1cccc(C2=NOC3(C2)C[C@H](C(N)=O)N(C(=O)c2ccccc2C(=O)c2ccccc2)C3)c1 (some centres not stated),-2
Cn1cc(C=NNc2ccccc2)c2ccccc21,7
COc1ccc(NS(=O)(=O)c2cccc(NC(=NS(=O)(=O)c3ccccc3)c3ccc(F)cc3)c2)cc1,-6
O=C(CSCc1ccccc1)Nc1cc(Cl)ccc1Cl,-63
O=C(CSC1CCCC1)N1CCC(Oc2ccccn2)CC1,-4
COc1cc(C=NNC(=O)C(N)=O)ccc1OCC(=O)N1C(C)CCCC1C (configuration not stated),0
CCOc1ccccc1NC(=O)c1ccc(=O)n(C)n1,-9
O=c1cc(-c2ccccc2)nc(SCc2ccc(Cl)c(Cl)c2)[nH]1,-14
COC1(CNC(=O)C(=O)Nc2ccc3c(c2)OCO3)Cc2ccccc2C1,-4
O=C(NN=Cc1ccc(F)cc1)c1ccc(Br)cc1,-11
Cc1nc2ccccn2c1C(O)=C1C(=O)C(=O)N(CCN2CCOCC2)C1c1ccncc1 (configuration not stated),10
COC(=O)NCCN1CCC(c2cccs2)CC1,-1
Cc1ccc(Cn2c(SCC(=O)Nc3ccc(C)cc3)nc3c(sc4ncccc43)c2=O)cc1,-21
O=C(NN=Cc1ccccn1)C1CC1,6
CCOc1ccc(C(=O)Nc2cccc(-c3ccc4nnc(C)n4n3)c2)cc1,0
CCOc1ccc(NC(=O)NCC2CCN(C(=O)c3cccnc3SC)CC2)cc1,-2
CC(=O)c1ccc(NC(=O)[C@H]2CCCN(S(C)(=O)=O)C2)cc1,-5
O=[N+]([O-])c1ccc(NN=Cc2cccs2)nc1,-3
Cc1cccc(NC(=O)CN2CCN(Cc3nc(-c4ccccc4)cs3)CC2)c1C,12
O=C(NCCCc1ccccc1)N1CCN(Cc2nc(-c3cccs3)cs2)CC1,-11
COc1ccc(-c2c[nH]c3c(SCC(=O)Nc4nccs4)ncnc23)cc1,-2
COc1cc(C=NNC(=S)NCCN2CCOCC2)ccc1O,-10
COc1ccccc1NC(=O)c1c[nH]c2c(C(F)(F)F)cccc2c1=O,1
CCSc1nnc(NC(=O)CCn2c(=O)sc3ccccc32)s1,3
CSc1ccc(C=NN2CCN(Cc3ccccc3)CC2)cc1,29
CCc1ccccc1NC(=O)CSc1ncc(-c2cccc(Br)c2)o1,-11&-11
Cc1ccc2c(CC(=O)N3CCN(c4ccccc4Cl)CC3)cc(=O)oc2c1,-11
O=C(CSc1cn(CCNC(=O)c2ccc3ccccc3c2)c2ccccc12)Nc1ccccc1C(F)(F)F,10
S=C(N/N=C\c1ccncc1)N1CCOCC1,1
COc1ccc(SCC2CCN(C(=O)Nc3ccccc3F)CC2)cc1,14
O=C(NCc1ccc2c(c1)OCO2)c1nnn(Cc2ccccc2F)c1-c1ccncc1,-6
O=C(Cn1ncccc1=O)Nc1cnn(CC2COc3ccccc3O2)c1 (configuration not stated),-12
O=C(Nc1nc(-c2ccccn2)cs1)c1ccc(C2SCCS2)cc1,51

# Retrieved one by one from the entries so far:
SMILES,PriA SSB inh
CCSc1nnc(NC(=O)CCn2c(=O)sc3ccccc32)s1,3
O=[N+]([O-])c1ccc(NN=Cc2cccs2)nc1,-3
COC1(CNC(=O)C(=O)Nc2ccc3c(c2)OCO3)Cc2ccccc2C1,-4
Cc1cc(-c2nnc(NC(=O)c3ccc(S(C)(=O)=O)cc3)o2)nn1C,-5
O=C(NCc1ccc2c(c1)OCO2)c1nnn(Cc2ccccc2F)c1-c1ccncc1,-6
Clc1ccc(-c2cn3ccccc3n2)c(Cl)c1,-7

# Next records:
SMILES,PriA SSB inh
Cc1ccc(-c2cc(N)n(C3CCS(=O)(=O)C3)n2)cc1 (configuration not stated),7&14
O=C(Nc1nc(-c2ccccc2)c(C(=O)c2ccccc2)s1)c1cc2ccccc2o1,-13
COC(CNC(=O)CN1C(=O)CCC1=O)c1ccccc1Cl (configuration not stated),20
COc1ccc(C2C(=C(O)c3ccccc3)C(=O)C(=O)N2c2ccccn2)cc1 (configuration not stated),0
O=C(Cc1ccccc1Cl)NCc1cc(C2CC2)n(C2CCCC2)n1,-1
CCOCC(=O)Nc1ccc2c(c1)CCC(=O)N2,17
CC(Oc1ccc2c(c1)OCO2)C(=O)Nc1ccc(-c2cn3ccsc3n2)cc1 (configuration not stated),1
CS(=O)(=O)N1CCC(CNC(=O)Cc2ccsc2)CC1,-26
NC(=O)Cc1cc(=O)[nH]c(SCC(=O)Nc2cccc(F)c2)n1,1
O=C(NCCn1cnc2ccsc2c1=O)c1ccc2noc(-c3ccccc3)c2c1,-13
CS(=O)(=O)c1ccc(Cl)c(S(=O)(=O)N2CCN(c3ccc(F)cc3)CC2)c1,6
O=C(Nc1sc2c(c1CN1CCN(C(=O)c3ccco3)CC1)CCCC2)c1ccccc1F,-3&6

# Two entries from above, field by field:
> C/C=C\C=C\C(=O)Nc1cccc(C2=NOC3(C2)C[C@H](C(N)=O)N(C(=O)c2ccccc2C(=O)c2ccccc2)C3)c1 (some centres not stated)
  PriA SSB inh = -2
> Cn1cc(C=NNc2ccccc2)c2ccccc21
  PriA SSB inh = 7

# (listing goes on)
SMILES,PriA SSB inh
O=C(Nc1onc2c1CCCC2)c1ccc2c(c1)OCCO2,-6
COc1ccc(S(=O)(=O)NCCNc2cc(Nc3ccccn3)nc(C)n2)cc1OC,-10
O=C(NCc1c(F)cccc1F)c1ccc(Cn2cnc3ccccc32)o1,-11
CCN(CC)S(=O)(=O)c1c(C)nn(S(=O)(=O)c2ccc(Cl)c(Cl)c2)c1C,-20
CC(C)S(=O)(=O)c1cccc(-c2nnc(NC(=O)c3ccc(Br)cc3)o2)c1,-40
O=C(Nc1ccccc1Cc1nc(-c2ccncc2)no1)Nc1ccccc1C(F)(F)F,-1
O=S(=O)(c1ccccc1Cl)N1C2C=CCC1CC2 (configuration not stated),-20
COC(=O)Nc1ccc(S(=O)(=O)N(Cc2cccs2)Cc2cccn2C)cc1,6
CCOc1ccc(-c2noc(CSc3nc4ccccc4c(=O)n3Cc3cccs3)n2)cc1,-17
COCCn1ccc2c(OCc3ccccn3)cccc2c1=O,2
COCCNC(=O)Cn1cc(-c2nnc(-c3ccco3)o2)c2ccccc21,-10
NC(=S)NN=Cc1coc2ccccc2c1=O,-6
Cc1ccc(C)n1/N=C1\NC(=O)CS1,i
Cc1cc(C)n(-c2nc(CCNC(=O)c3cc(=O)c4ccccc4o3)cs2)n1,-1
Cn1c(C2CCN(S(C)(=O)=O)CC2)nn(CC(=O)Nc2ccc3c(c2)OCO3)c1=O,-29&-7
CCOC(=O)Nc1c(C(=O)Nc2cc(OC)ccc2OC)oc2ccccc12,-21
O=C(Nc1ccc2c(c1)N(C(=O)C1CCCO1)CC2)c1ccco1 (configuration not stated),0
Cc1cc(C)n(-c2cc(NCCNC(=O)Nc3cccc(F)c3)nc(C)n2)n1,10
O=C(Cn1c(=O)c2cc(Cl)ccc2n2nncc12)NCCc1cccs1,-15
COc1ccc(C(O)CNC(=O)C(=O)Nc2ccccc2C#N)cc1OC (configuration not stated),2
CC1(C)Cc2cccc(OCC(=O)N[C@H](c3cccnc3)C3CCOCC3)c2O1,-3
O=C(ON=C1CCCc2ccccc21)c1cccs1,-2
O=C(CSc1nnc(-c2ccncc2)o1)Nc1cccc(Cl)c1Cl,-21
O=C(CSc1nc(NC(=O)c2ccccc2)c2c3c(sc2n1)CCC3)Nc1nccs1,-4
Cc1ccc(C)c2sc(NCc3ccco3)nc12,-13
Cc1cccc(S(=O)(=O)Nc2ccccc2F)c1,0
Cc1ccc(C)c(S(=O)(=O)Nc2ccc(C(=O)Nc3ccccc3F)cc2)c1,-5
Cc1ccc(S(=O)(=O)N(C)c2ccc(Br)cc2C(=O)c2ccccc2)cc1,-8
O=C(O)Cn1cccn1,-3
CC[C@@](CNC(=O)NCc1ccc(OC)cc1)(OC)c1ccccc1,2
O=S(=O)(c1ccc(NC(=S)NN=Cc2cccc(Oc3ccccc3)c2)cc1)N1CCOCC1,10
O=C(C1c2ccccc2Oc2ccccc21)N1CC(Oc2nccs2)C1,-5
CN(C)c1ccc(C(=O)Nc2nnc(-c3ccco3)o2)cc1,-12
O=C(CON=Cc1ccccc1O)N1CCc2ccccc21,-2
O=C(NCc1cccs1)C1(c2cccs2)CCCC1,-18
CSc1ccc(CNC(=O)c2cccn2Cc2nc(-c3ccccc3)no2)cc1,-7
Cn1ccc(C(=O)Nc2nc(C(C)(C)C)cs2)n1,-6&-1
O=C([C@@H]1CCCN1S(=O)(=O)c1ccc(F)cc1)N(Cc1ccco1)c1nc2ccccc2s1,-13
Cc1ccc(S(=O)(=O)Nc2cccc(C(=O)Nc3ccc(Cl)cc3)c2)cc1,-8
CCOC(=O)N1CCN(C(=O)CSc2ncnc3c2nnn3C)CC1,-7
Cc1nc(C)c(C(=O)N2CCC3(CC2)OC(=O)c2ccccc23)s1,3
CCS(=O)(=O)c1ccc(-c2ccc(NC(=O)c3ccccc3Br)cc2)nn1,-5
COc1ccc(-c2ccc(=O)n(CCCC(=O)Nc3cccc(Cl)c3C)n2)cc1OC,-10&-3
Cc1cc(C)c2sc(NC(=O)CSc3ccc(F)cc3)nc2c1,-6
CCCn1c(=O)c(C(=O)Nc2ccc(Br)cc2F)c(O)c2sccc21,-8
COCCN1CCCc2ccc(NS(=O)(=O)c3ccc(C)c(Cl)c3)cc21,54*
COc1ccc(-c2c(NC(=O)c3cccs3)oc3c(sc4ccccc43)c2=O)cc1,-13
COc1cccc(Nc2nn3c(=O)c4cc(Cl)ccc4nc3s2)c1,-10
Cc1csc(NC(=O)CCc2csc(NC(=O)NC3CCCCC3)n2)n1,3
NC(=O)C1CCN(C(=O)c2cc(=O)c(OCc3ccc(F)cc3)c[nH]2)CC1,-6
O=S(=O)(c1ccc(C(F)(F)F)cc1)N1CCS[C@H](c2ccccc2)CC1,-2
O=C(CSc1nnc(-c2ccccn2)n1Cc1ccco1)Nc1ccccc1Br,44
O=C(NCCCc1ccccc1)c1ccc2c(=O)nc3c(-c4cccc(F)c4)n[nH]n3c2c1,-16
O=C(O)CCC(=O)Nc1ccccc1SC(F)(F)F,-5&0
Cc1cccc(NC(=S)N=C(N)Nc2nc(C)c3ccccc3n2)c1,11
COc1ccccc1C=NNC(=O)c1cccc(NC(=O)c2ccccc2Cl)c1,-17
O=S(=O)(NCC[C@@H](CCO)c1ccccc1)c1cccc2ccccc12,-18
Cc1ccc(SCCC(=O)NN=Cc2ccncc2)cc1,-14
O=c1ccc(-c2ccco2)nn1CCCNS(=O)(=O)c1ccc(F)cc1F,-6
O=C(NCCc1csc(-c2cccc(F)c2)n1)C12CC3CC(CC(C3)C1)C2,-8

# The list goes on:
SMILES,PriA SSB inh
O=C(Nc1cc(-n2ccc3ccccc32)ncn1)c1ccc(=O)n(Cc2cccc(F)c2)n1,2
CCC(CO)NC(=O)NC1CC(=O)N(c2ccc(C)cc2)C1 (configuration not stated),-5
O=C(NCCn1ccnc1C1CC1)C1CCC1,-23
O=C(NC1CCc2n[nH]c(=O)cc2C1)c1ccco1 (configuration not stated),-15
COc1ccc(C=NNC(=O)Cn2nc(C)c([N+](=O)[O-])c2C)cc1,-3
CCOc1ccc2ccccc2c1C(=O)N1C2CCC1CC(SC)C2 (configuration not stated),-5
Cc1cc(C)c(S(=O)(=O)N=C2C=CC(=O)C(Cl)=C2)c(C)c1,5
CCOc1ccc(-c2cc(=O)n(C)cn2)cc1,-14
O=C(c1ccc(OC(F)(F)F)cc1)N1Cc2cncnc2C1,2
COc1ccc(N(CC(=O)N2CCN(c3ccccc3)CC2)S(=O)(=O)c2cccnc2)cc1,3
C=CCn1c(CNc2ccccc2)nnc1SCC(=O)NN=Cc1ccccc1O,22
N#C/C(=C\c1ccccc1Cl)C(=O)Nc1cccc(C(F)(F)F)c1,-2
COc1ccc(C2(CNC(=O)c3cc4ccccc4s3)CCOCC2)cc1,-5
CCN1C(=O)c2cccc3c(NC(=O)c4ccc(OC)cc4OC)ccc1c23,3
COc1cn2c(cc1=O)C(=O)N(CCNC(=O)c1ccc(Br)o1)CC2,-5
Cc1ccc(C)c(N2CCN(C(=O)c3ccc4c(=O)nc5c(-c6ccccc6)n[nH]n5c4c3)CC2)c1,-7
CCc1nnc(NN=Cc2c(F)cccc2Cl)n1N,-3

# Not all compounds are listed; rates above refer to the full screens.
